# hIAP inh: blocks human intestinal alkaline phosphatase; P09923; purified IAP, CDP-Star luminescence, 30 min; inhibition, % at 10 µM; 0.12% of 330,000 active; AID 2544;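 active = inhibition reaching a set limit with compound at 10 µM in the primary screen, cut at about 35% in these data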;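 also: plate controls were DMSO wells with enzyme for no effect and no-enzyme buffer wells for full effect; values of inactives mirror those of a sister screen read the other way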
# Target sequence (P09923 whole entry, looked up): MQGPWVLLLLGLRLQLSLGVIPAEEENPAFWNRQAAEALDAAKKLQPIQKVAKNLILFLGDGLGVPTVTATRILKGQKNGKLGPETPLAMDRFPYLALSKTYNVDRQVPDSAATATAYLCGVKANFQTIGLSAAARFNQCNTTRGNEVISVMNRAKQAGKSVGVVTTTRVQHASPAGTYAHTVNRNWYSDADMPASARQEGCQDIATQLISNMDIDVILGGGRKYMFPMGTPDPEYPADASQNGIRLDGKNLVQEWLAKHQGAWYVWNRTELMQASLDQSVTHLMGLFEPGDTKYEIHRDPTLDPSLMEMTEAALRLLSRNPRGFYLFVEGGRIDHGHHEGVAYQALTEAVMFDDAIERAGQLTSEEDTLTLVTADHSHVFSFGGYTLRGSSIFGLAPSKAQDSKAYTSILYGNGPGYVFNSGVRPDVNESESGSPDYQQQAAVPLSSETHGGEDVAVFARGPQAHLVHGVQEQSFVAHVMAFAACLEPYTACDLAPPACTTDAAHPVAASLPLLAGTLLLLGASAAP
# APOBEC3G inh: blocks human APOBEC3G single-stranded DNA deamination; 0.28% of 330,000 active; AID 493012; recombinant A3G, ssDNA deamination FAM/TAMRA fluorescence; inhibition, % at 20 µM;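 active = inhibition of at least 40% at 20 µM, with no more than 30% in the related APOBEC3A deaminase screen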;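 also: plate controls were DMSO wells with A3G for no effect and wells lacking A3G enzyme for full effect; some compounds called inactive have numbers as strong as hits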
# Target sequence (Q9HC16 whole entry, looked up): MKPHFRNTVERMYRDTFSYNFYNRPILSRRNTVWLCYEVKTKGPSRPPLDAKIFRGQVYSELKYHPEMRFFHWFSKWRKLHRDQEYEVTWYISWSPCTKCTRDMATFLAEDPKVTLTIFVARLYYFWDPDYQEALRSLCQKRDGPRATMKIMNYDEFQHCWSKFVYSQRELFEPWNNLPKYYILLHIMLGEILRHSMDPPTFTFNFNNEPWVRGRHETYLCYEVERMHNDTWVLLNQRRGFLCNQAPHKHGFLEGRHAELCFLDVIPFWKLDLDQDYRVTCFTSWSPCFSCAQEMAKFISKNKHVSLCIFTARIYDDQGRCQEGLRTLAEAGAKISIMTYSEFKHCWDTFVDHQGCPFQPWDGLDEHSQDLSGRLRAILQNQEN
# A3A deaminase: inhibitors of human APOBEC3A DNA deaminase. AID 493011. recombinant A3A, FAM/TAMRA ssDNA deamination fluorescence. inhibition, % at 20 µM. P31941. 0.41% of 330,000 active;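 active = at least 40% inhibition at 20 µM here, with at most 30% in a related deaminase screen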;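 also: plate controls were A3A with DMSO for no effect and wells lacking A3A enzyme for full effect; some results filed as inactive read as strong as hits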
# Target sequence (P31941 whole entry, looked up): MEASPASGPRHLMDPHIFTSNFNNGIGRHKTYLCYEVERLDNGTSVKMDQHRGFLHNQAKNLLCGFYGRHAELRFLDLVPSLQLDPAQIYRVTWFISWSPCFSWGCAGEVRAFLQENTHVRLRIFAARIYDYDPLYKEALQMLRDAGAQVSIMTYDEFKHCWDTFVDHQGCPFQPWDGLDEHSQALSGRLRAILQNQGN
# hIAP act: increases human intestinal alkaline phosphatase activity; purified human IAP, CDP-Star luminescence, 30 min; stronger effect = higher value; 1 = vehicle-only enzyme, 0 = enzyme-free background; activation factor at 10 µM; AID 2524; 0.16% of 330,000 active; P09923;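 active = activation factor of the enzyme at least 2-fold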; also: the source names both 10 and 20 µM as test concentration; values of inactives mirror those of a sister screen read the other way
# MIN6 prolif: induces beta-cell replication in MIN6 cells; MIN6 cells proliferation, ATPlite luminescence, 48 h; cells starved in 0.2% serum; 100% = growth in 10% serum; proliferation, % at 10 µM; 0.29% of 330,000 active; AID 2380;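 active = compounds whose signal lies at least 3.5 SD above the mean of all wells on their plate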;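 also: 0% = DMSO-treated cells in low-serum medium and 100% = 10% serum control; some compounds called inactive have numbers as strong as hits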
# mIAP activ: increases mouse intestinal alkaline phosphatase activity; muIAP, CDP-Star luminescence, 30 min; stronger effect = higher value; 1 = vehicle-only enzyme signal, 0 = enzyme-free wells; 0.24% of 330,000 active; activation factor at 10 µM;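 active = activation factor of at least 2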; also: the source names both 10 and 20 µM as test concentration; values of inactives mirror those of a sister screen read the other way
#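 System: mouse IAP enzyme. Reagent: CDP-Star chemiluminescent phosphatase substrate. Benchmarks: DMSO wells, no-enzyme wells. Times: 30 min enzyme-substrate-compound incubation at room temperature. Detection: luminescence from enzymatic CDP-Star hydrolysis. Doses: test compounds delivered from DMSO solution.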
# MPTP block: permeability transition pore inhibition; isolated mouse mitochondria, Ca2+ swelling absorbance, 30 min; inhibition, % at 10 µM; 1.4% of 360,000 active; AID 602449;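 active = inhibition of 50% or more, scaled per plate between neutral and stimulator controls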;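 also: 0% = DMSO wells given calcium and 100% = 1 mM EGTA wells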
# mIAP inh: blocks mouse intestinal alkaline phosphatase; purified mouse IAP, CDP-Star luminescence, 30 min; inhibition, % at 10 µM; 0.2% of 330,000 active; AID 2806;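 active = inhibition of at least 40% at 10 µM in the primary screen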;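 also: plate controls were DMSO with enzyme for no effect and no enzyme wells for full effect; values of inactives mirror those of a sister screen read the other way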
# ATG4B inh: inhibitors of human ATG4B cysteine protease | Q9Y4P1 | ATG4B cleavage of LC3-PLA2, NBD-HPC fluorescence, 1 h | inhibition, % at 8.33 µM | 0.51% of 340,000 active | AID 504462; in the data active = inhibition above about 40%
# * hit, by the source's call.
# Field names: A = hIAP inh; B = APOBEC3G inh; C = A3A deaminase; D = hIAP act; E = MIN6 prolif; F = mIAP activ; G = MPTP block; H = mIAP inh; I = ATG4B inh
1	COc1ccc(NC(=O)CCCn2c(=O)c3sccc3n(Cc3ccccc3C)c2=O)cc1
  A = 12; B = 0; C = -5; D = 0.88; E = -1; F = 0.89; G = 3.3; H = 11; I = -1
2	CCc1ccc(C(C(=O)NC2CCCC2)N(Cc2cccnc2)C(=O)c2csnn2)cc1 (stereo not given)
  A = -18; B = -5; C = -4; D = 1.2; E = -3; F = 1; G = -1.2; H = -2; I = -3
3	C/C(=N/NC(=O)c1cnccn1)c1cccs1
  A = 3; B = 0; C = 4; D = 0.97; E = -1; F = 0.88; G = 0.0; H = 12; I = 6
4	CCOc1cccc(C2/C(=C(\O)c3ccc4c(c3)OCCO4)C(=O)C(=O)N2Cc2ccncc2)c1 (stereo not given)
  A = -11; B = -6; C = -11; D = 1.1; E = 0; F = 0.94; G = -0.5; H = 6; I = 1
5	O=C(O)c1nnn(-c2cccc(C(F)(F)F)c2)c1-c1ccccc1
  A = 0; B = -4; C = -1; D = 1; E = 1; F = 1.1; G = 1.9; H = -7; I = -10
6	COc1ccc(C(CNS(=O)(=O)c2ccc(NC(C)=O)c(OC)c2)N2CCCC2)cc1 (stereo not given)
  A = 6; B = -3; C = 2; D = 0.94; E = -1; F = 0.95; G = -0.5; H = 5; I = 3
7	Cc1ccc(S(=O)(=O)NCCC(=O)O)cc1
  A = 4; B = -7; C = -14; D = 0.96; E = 1; F = 0.91; G = 4.4; H = 9; I = -1
8	CCOc1ccc(C(C)=O)cc1N1C(=O)C2C3C=CC(C3)C2C1=O (stereo not given)
  A = 3; B = 2; C = 15; D = 0.97; E = -2; F = 1.1; G = -0.5; H = -6; I = 4
9	COc1ccc(S(=O)(=O)N2CCN(CC(O)CN3CCOCC3)CC2)cc1 (stereo not given)
  A = -14; B = -4; C = 0; D = 1.1; E = -1; F = 1; G = 0.1; H = -3; I = 2
10	COc1ccc(S(=O)(=O)Nc2ccc3c(c2)C(=O)N([C@H](C)CO)C[C@H](C)[C@@H](CN(C)C(=O)Nc2c(C)noc2C)O3)cc1
  A = 10; B = -7; C = -4; D = 0.9; E = 1; F = 1; G = 0.2; H = -1; I = -6
11	CN(c1ccccc1C(=O)N1CCOCC1)S(C)(=O)=O
  A = -10; B = -8; C = -1; D = 1.1; E = -1; F = 1.1; G = -0.4; H = -6; I = 2
12	CCN(C(=O)c1cnc(OC)cc1C(F)(F)F)c1ccc(Cl)cc1Cl
  A = 3; B = -4; C = 0; D = 0.97; E = -1; F = 1.1; G = 0.7; H = -9; I = 4
13	Cc1ccc(SCC(=O)NCCc2ccc(F)cc2)cc1
  A = 8; B = -7; C = -4; D = 0.92; E = 3; F = 1.1; G = 1.7; H = -7; I = -2
14	O=CN1CCN(C2CC(=O)N(c3ccc(Br)cc3)C2=O)CC1 (stereo not given)
  A = 19; B = 1; C = 4; D = 0.81; E = 4; F = 1; G = 1.5; H = -2; I = 2
15	COc1ccccc1OCC(=O)N/N=C1/SCC(=O)N1Cc1ccccc1
  A = -3; B = -6; C = -4; D = 1; E = -3; F = 1.1; G = 2.4; H = -5; I = 0
16	CC(Oc1cccc(Cl)c1)C(=O)Nc1ccncc1 (stereo not given)
  A = 13; B = -3; C = -1; D = 0.87; E = -2; F = 0.92; G = 8.6; H = 8; I = -4
17	COc1ccccc1OCc1ccc(C(=O)N2CCCCC2)o1
  A = -21; B = -3; C = -2; D = 1.2; E = 0; F = 1; G = -1.8; H = -4; I = -4
18	O=C(CSc1nnnn1-c1ccccc1)N1CCNC1=O
  A = -2; B = -4; C = -5; D = 1; E = -1; F = 1.1; G = 0.2; H = -9; I = -3
19	CCOc1cc(CN2CCN(C(=O)CC(C)C)CC2)ccc1OC
  A = 2; B = -5; C = -5; D = 0.98; E = -2; F = 1.1; G = -0.5; H = -13; I = -4
20	O=c1c2sccc2nc(SCc2cc(=O)n3ccccc3n2)n1-c1ccc(Br)cc1
  A = -11; B = 0; C = 0; D = 1.1; E = -1; F = 0.84; G = -0.7; H = 16; I = 48*
21	CN(C)c1ccc(C(=O)N2CCN(c3cc(C(F)(F)F)nc4ccccc34)CC2)cc1
  A = -93; B = 0; C = 3; D = 1.9; E = -4; F = 1; G = 3.7; H = -1; I = -5
22	CCOc1ccc(NC(=O)C2CC(=O)NC(N3CCc4ccccc43)=N2)cc1 (stereo not given)
  A = 9; B = 3; C = 3; D = 0.91; E = -2; F = 0.96; G = -0.4; H = 4; I = -11
23	c1ccc(CCNc2c3c(nc4ncnn24)CCC3)cc1
  A = -8; B = -4; C = 8; D = 1.1; E = -1; F = 0.99; G = 4.3; H = 1; I = 2
24	Cc1ccc(CN(CC(=O)NC2CCCC2)C(=O)CSc2nnc(COc3ccccc3)o2)cc1
  A = 1; B = 13; C = 3; D = 0.99; E = -2; F = 1.1; G = 2.5; H = -7; I = -14
25	O=C(Nc1ccccc1C(=O)Nc1nncs1)c1ccccc1
  A = 4; B = -5; C = -3; D = 0.96; E = 1; F = 0.92; G = 2.9; H = 8; I = 2

# Some values from the results shown:
# Under ATG4B inh, cpd 12 is listed with 4
# Under hIAP inh, cpd 11 is listed with -10
# Under mIAP inh, cpd 8 is listed with -6
# Under ATG4B inh, cpd 20 is listed with 48*

# Carrying on.
# Order of results: hIAP inh	APOBEC3G inh	A3A deaminase	hIAP act	MIN6 prolif	mIAP activ	MPTP block	mIAP inh	ATG4B inh
26: Cc1nc(NC(=O)c2ccccc2)sc1-c1csc(NCCc2ccccc2)n1
→ 4	-4	0	0.96	-3	0.89	-2.1	11	28
27: CC(C)CC(=O)Nc1ccc(C(=O)COc2ccc(-c3nnco3)cc2)cc1
→ 10	-1	4	0.9	0	0.95	-0.1	5	-13
28: CCCCn1nc(C(=O)N(C)CC(=O)Nc2cccc(F)c2)c2ccccc2c1=O
→ -11	8	-2	1.1	0	0.99	-0.5	1	-3
29: CCOC(=O)CSC1=N/C(=C/c2ccc(-n3cncn3)cc2)C(=O)N1C(C)=O
→ -14	-7	-3	1.1	-2	0.89	35	11	6
30: CN(C(=O)c1ccncc1)C1CCCN(Cc2ccccc2F)C1 (stereo not given)
→ -6	-2	4	1.1	-3	1	0.2	-1	-2
31: COc1cc(NC(=O)CSc2nnc(C)s2)cc(OC)c1OC
→ -9	-11	-7	1.1	-2	1	-1.5	-3	-2
32: O=C(NCc1n[nH]c(=S)n1Cc1ccccc1)c1ccc(Cl)cc1Cl
→ 9	10	-2	0.91	-1	0.92	0.1	8	-3
33: O=C(NCc1cccnc1)C1CC(c2ccc(Cl)c(Cl)c2)=NO1 (stereo not given)
→ -16	-1	-2	1.2	1	0.99	3.5	1	-2
34: CCN1C(=O)CC(N2CCN(CC(=O)NC(C)C)CC2)C1=O (stereo not given)
→ -4	-3	-1	1	-2	0.99	-1.6	1	-1
35: COc1ccc(S(=O)(=O)N(C)C)cc1NC(=O)CSC(C)C(=O)Nc1cc(C)on1 (stereo not given)
→ 4	-2	3	0.96	-3	0.91	-1.4	9	2
36: CCOc1ccc(C(O)(c2ccccc2OC)C(CN2CCCC2)c2ccccc2)cc1 (stereo not given)
→ 7	-8	-7	0.93	-3	0.91	0.6	9	-5
37: O=S(=O)(Nc1ccc2c(c1)OCO2)c1ccc(Br)s1
→ -34	-3	2	1.3	-3	1	3.6	-4	6
38: COc1cc(Nc2ncnc(N)n2)cc(OC)c1
→ 17	-6	0	0.83	-3	1	3.2	-3	5
39: CC1CC(C)(C)NC(=S)N1CCC(=O)NCc1ccc(Cl)cc1 (stereo not given)
→ -10	-12	1	1.1	2	1	5.9	-2	-9
40: Cc1cccn2c(=O)c3cc(C(=O)NCC4CCCO4)c(=N)n(Cc4cccnc4)c3nc12 (stereo not given)
→ 19	1	-2	0.81	-1	1.1	-3.0	-8	-10
41: Cc1cc(C)n(C(=O)c2ccc(NC(=O)CC(C)C)cc2)n1
→ 20	-11	-2	0.8	-1	0.96	0.4	4	-4
42: CSc1sc(C#N)c2c1/C(=N\O)CCC2
→ 0	2	0	1	-2	1	1.6	-2	5
43: C=CC[C@@H](CC(=O)N(CCO)Cc1ccccc1)C(=O)N[C@H](COC(=O)[C@@H](CC=C)CC(=O)OC(C)(C)C)C(C)(C)C
→ -1	-4	3	1	-3	0.99	0.1	0	-5
44: COc1ccccc1CCNC(=O)/C(=C/c1cccnc1)NC(=O)c1ccccc1
→ 2	-1	1	0.98	-1	0.98	-1.4	2	2
45: Cc1nnc(SCC2=C(C(=O)O)N3C(=O)C(NC(=O)COc4ccccc4)C3SC2)s1 (stereo not given)
→ 1	-1	11	0.99	2	0.96	-3.0	4	-6
46: CN(CCCC1CCCC1)C(=O)CC1C(=O)NCCN1Cc1ccc(F)cc1 (stereo not given)
→ 12	-6	-6	0.88	-5	0.97	0.5	3	7
47: CC1(C)C(C=C(Cl)Cl)C1C(=O)Nc1ccc(S(=O)(=O)Nc2ncccn2)cc1 (stereo not given)
→ 12	-10	-1	0.88	0	0.94	-4.0	6	-5
48: CC1CN(C(=O)Nc2ccc3c(c2)OCCO3)CC(C)O1 (stereo not given)
→ -8	-6	9	1.1	-3	1.1	-1.3	-7	1

# Compound profiles (already shown). Order of values: hIAP inh, APOBEC3G inh, A3A deaminase, hIAP act, MIN6 prolif, mIAP activ, MPTP block, mIAP inh, ATG4B inh
# Profile of `CCN1C(=O)CC(N2CCN(CC(=O)NC(C)C)CC2)C1=O` (stereo not given) = -4, -3, -1, 1, -2, 0.99, -1.6, 1, -1
# Profile of `COc1ccc(S(=O)(=O)N(C)C)cc1NC(=O)CSC(C)C(=O)Nc1cc(C)on1` (stereo not given) = 4, -2, 3, 0.96, -3, 0.91, -1.4, 9, 2

# Ordered by value in hIAP inh (high to low): some entries from above.
no. | Molecule | hIAP inh | APOBEC3G inh | A3A deaminase | hIAP act | mIAP activ | MPTP block | mIAP inh | ATG4B inh
38 | COc1cc(Nc2ncnc(N)n2)cc(OC)c1 | 17 | -6 | 0 | 0.83 | 1 | 3.2 | -3 | 5
36 | CCOc1ccc(C(O)(c2ccccc2OC)C(CN2CCCC2)c2ccccc2)cc1 (stereo not given) | 7 | -8 | -7 | 0.93 | 0.91 | 0.6 | 9 | -5
26 | Cc1nc(NC(=O)c2ccccc2)sc1-c1csc(NCCc2ccccc2)n1 | 4 | -4 | 0 | 0.96 | 0.89 | -2.1 | 11 | 28
43 | C=CC[C@@H](CC(=O)N(CCO)Cc1ccccc1)C(=O)N[C@H](COC(=O)[C@@H](CC=C)CC(=O)OC(C)(C)C)C(C)(C)C | -1 | -4 | 3 | 1 | 0.99 | 0.1 | 0 | -5
28 | CCCCn1nc(C(=O)N(C)CC(=O)Nc2cccc(F)c2)c2ccccc2c1=O | -11 | 8 | -2 | 1.1 | 0.99 | -0.5 | 1 | -3
29 | CCOC(=O)CSC1=N/C(=C/c2ccc(-n3cncn3)cc2)C(=O)N1C(C)=O | -14 | -7 | -3 | 1.1 | 0.89 | 35 | 11 | 6

# Of the compounds above, these have a COOH group:
# Order of results: hIAP inh	APOBEC3G inh	A3A deaminase	hIAP act	MIN6 prolif	mIAP activ	MPTP block	mIAP inh	ATG4B inh
5: O=C(O)c1nnn(-c2cccc(C(F)(F)F)c2)c1-c1ccccc1
→ 0	-4	-1	1	1	1.1	1.9	-7	-10
7: Cc1ccc(S(=O)(=O)NCCC(=O)O)cc1
→ 4	-7	-14	0.96	1	0.91	4.4	9	-1
45: Cc1nnc(SCC2=C(C(=O)O)N3C(=O)C(NC(=O)COc4ccccc4)C3SC2)s1 (stereo not given)
→ 1	-1	11	0.99	2	0.96	-3.0	4	-6

# Source: PubChem BioAssay (Sanford-Burnham Center for Chemical Genomics)
